From PubChem BioAssay
Nrf2 activator: activators of Nrf2 (ARE) signaling. AID 624171. AREc32 ARE-luciferase reporter (MCF7-derived line), luminescence, 24 h. 410,000 tested, 0.31% active. Potency, µM (doses to about 46.1 µM), for inactives: top-dose activation, actives largely listed as activators; also: potency is read from the fitted curve at half-maximal effect; % of control where 0% means no effect; nearly all actives have a fitted effect of over 65% in size
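Steps: seed AREc32_Fluc cells (1000/well, 5% FBS OPTI-MEM); incubate overnight at 37 deg C; add 23 nL compound; incubate 24 hr; add Steady-Glo; hold 30 min RT; read luminescence.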
EPAC2 antagonist: antagonists of human EPAC2; Q8WZA2; 360,000 tested, 0.18% active; EPAC2 GEF exchange of Rap1B-BODIPY-GDP, fluorescence; Potency, µM (series often up to 114 µM), for inactives: at the top dose activity, negative = inhibition, usual class: inhibitors; AID 720708; also: potency is read from the fitted curve at half-maximal effect; % is scaled to controls: 0 for no effect and ±100 for the full control effect; nearly all actives have a fitted effect of over 45% in size; many of its hits are not listed in these tables
Target sequence (Q8WZA2 whole entry, looked up): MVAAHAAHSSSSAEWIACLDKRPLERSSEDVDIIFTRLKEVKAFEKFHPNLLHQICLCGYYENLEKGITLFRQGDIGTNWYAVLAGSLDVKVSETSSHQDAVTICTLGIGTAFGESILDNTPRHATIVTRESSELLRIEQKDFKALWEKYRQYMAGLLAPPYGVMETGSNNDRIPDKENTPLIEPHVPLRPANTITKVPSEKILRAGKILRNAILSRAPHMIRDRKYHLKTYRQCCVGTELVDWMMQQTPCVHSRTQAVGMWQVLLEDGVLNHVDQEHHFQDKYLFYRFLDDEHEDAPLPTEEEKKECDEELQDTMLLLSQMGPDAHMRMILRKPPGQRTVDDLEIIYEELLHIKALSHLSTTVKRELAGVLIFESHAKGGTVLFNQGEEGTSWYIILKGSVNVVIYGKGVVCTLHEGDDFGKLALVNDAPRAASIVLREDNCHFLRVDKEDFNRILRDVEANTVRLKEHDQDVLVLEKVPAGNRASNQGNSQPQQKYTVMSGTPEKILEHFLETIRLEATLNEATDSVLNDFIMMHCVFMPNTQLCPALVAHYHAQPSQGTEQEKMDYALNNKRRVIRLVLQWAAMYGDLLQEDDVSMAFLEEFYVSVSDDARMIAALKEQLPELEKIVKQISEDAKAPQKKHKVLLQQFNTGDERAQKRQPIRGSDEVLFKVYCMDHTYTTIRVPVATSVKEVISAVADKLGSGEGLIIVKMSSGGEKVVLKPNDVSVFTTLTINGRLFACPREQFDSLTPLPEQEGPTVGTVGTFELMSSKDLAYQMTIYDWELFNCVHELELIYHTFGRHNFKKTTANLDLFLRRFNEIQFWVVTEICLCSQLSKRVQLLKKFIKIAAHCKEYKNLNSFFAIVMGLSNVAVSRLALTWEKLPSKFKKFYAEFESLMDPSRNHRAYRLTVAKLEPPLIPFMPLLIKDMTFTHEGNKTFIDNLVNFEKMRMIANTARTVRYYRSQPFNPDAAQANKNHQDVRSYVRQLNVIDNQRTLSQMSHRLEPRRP
MmCpn inh: inhibitors of Methanococcus maripaludis chaperonin (MmCpn). purified Mm-Cpn ATPase, ADP Transcreener TR-FRET. Potency, µM (highest dose often 76.9 µM), for the others: at the highest dose activity, negative = inhibition, usual class: inhibitors. 330,000 tested, 0.031% active. AID 504842; also: potency is read from the fitted curve at half-maximal effect; % is scaled to controls: 0 for no effect and ±100 for the full control effect; nearly all actives have a fitted effect of over 80% in size
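25 nM Mm-CPN + cpd, 10 min 37°C; + 10 uM ATP, 30 min 37°C; buffer 30 mM Tris pH 7.4, 100 mM KCl, 5 mM MgCl2, 1 mM DTT; Transcreener ADP HTRF detection 30 min RT.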
pAkt inh: inhibitors of Akt phosphorylation | activity change, % for hits at 50 µM | Neuro2A IGF-stimulated pAkt S473 HTRF, 20 min; stronger effect = lower value | 360,000 tested, 0.32% active | AID 651550; in the data active = activity change below about -80%; inconclusive = mostly about -51% to -80%; also: % is scaled to controls: 0 for no effect and ±100 for the full control effect
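Neuro2A cells (4,500/well, DMEM with 0.5% FBS) were treated with compound at a single 50 µM final concentration, stimulated with 6 nM IGF for 20 min at 37 °C, and lysed. Phospho-Akt Ser473 was read by HTRF as 665/615 ratio ×10^4.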
CCT modulator: modulators of cytosolic chaperonin (CCT/TRiC) activity; 360,000 tested, 0.3% active; purified chaperonin ATPase assay, HTRF ADP detection, 30 min; activity change, % (concentration not given with the values), hits read low; in the data active = activity change below about -30%; also: % is scaled to controls: 0 for no effect and ±100 for the full control effect
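First, chaperonin was dispensed at 40 nM or 20 nM final depending on batch activity. Next, compounds were pinned at 76 uM and ATP added at 10 uM. After 30 min at 37 °C, ADP detection reagents ran 30 min at ambient temperature.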
TGFb inhibitor: TGF-b pathway inhibition | Potency, µM (doses to about 46.1 µM), for inactives: at the top dose activity, negative = inhibition, actives largely listed as inhibitors | 410,000 tested, 1.2% active | HepG2 CAGA-GFP TGF-b/SMAD3 reporter, GFP fluorescence, 18 h; TGF-beta stimulated, 500 pg/mL final | AID 588855; also: potency is read from the fitted curve at half-maximal effect; % is scaled to controls: 0 for no effect and ±100 for the full control effect; nearly all actives have a fitted effect of over 65% in size
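Smad-responsive CAGA-GFP expression was quantified in HEPG2 cells exposed to compounds and 500 pg/mL final TGF-beta for 18 h at 37 degrees C; unstimulated wells defined full inhibition.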
Nrf2 inh: blocks Nrf2 signaling; Potency, µM (highest dose often 46 µM), inactives show top-dose activity change, negative = inhibition, most hits filed as inhibitors; A549 ARE-Fluc reporter, luciferase luminescence, 18-24 h; 360,000 tested, 2.1% active; also: potency is read from the fitted curve at half-maximal effect; % is scaled to controls: 0 for no effect and ±100 for the full control effect; nearly all actives have a fitted effect of over 60% in size
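A549 ARE_Fluc cells (5000/well, 5% FBS OPTI-MEM) pre-incubated 2 h, then treated with compounds 18-24 h at 37C/5% CO2 in concentration-response. CellTiter-Fluor viability read first; BugLite luciferase luminescence after 15 min at room temperature gives Nrf2 activity.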
EPAC2 ag: EPAC2 (human) agonism. Q8WZA2. 360,000 tested, 0.079% active. Potency, µM (series often up to 154 µM), without a hit: at the highest dose activation, actives largely listed as activators. EPAC2 activation, biochemical qHTS; response scale: 100% = 6.5 mM cAMP response; also: potency is read from the fitted curve at half-maximal effect; nearly all actives have a fitted effect of over 50% in size
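Guanine nucleotide exchange by EPAC2 is measured as reduced fluorescence of BODIPY-GDP once it is released from 250 nM Rap1B. Plates are read kinetically for 30 min at room temperature; results are scaled to 6.5 mM cAMP.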
A549 viability: A549 cytotoxicity, counter-screen for Nrf2 inhibitors. 390,000 tested, 0.16% active. Potency, µM (series often up to 46 µM), for inactives: at the top dose activity change, negative = cytotoxicity, actives largely listed as inhibitors. A549 ARE-Fluc cells, CellTiter-Fluor viability, 18-24 h; also: potency is read from the fitted curve at half-maximal effect; % is scaled to controls: 0 for no effect and ±100 for the full control effect
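A549 ARE-Fluc cells in 5% FBS OPTI-MEM, 5000 cells/well, rested 2 h then exposed to compounds in concentration-response for 18-24 h at 37 °C. Viability by CellTiter-Fluor fluorescence (Ex 405/Em 525) after 30 min; luciferase luminescence (BugLite, 15 min, RT) read afterwards.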
* hit, by the source's call; i = inactive; ? = inconclusive; · = no result given; & = joins results of further samples; [ ] = remark or other dose. Unless noted, calls follow the shape of the dose curve; as a rule, active = well fitted curve in the direction sought with a large enough effect; inconclusive = small, poorly fitted or top-dose-only effect, or another doubt; inactive = no such curve, though single readings can be large; an effect the other way counts as inactive or inconclusive. An excerpt; rates above refer to the full screens.

compound | Nrf2 activator | EPAC2 antagonist | MmCpn inh | pAkt inh | CCT modulator | TGFb inhibitor | Nrf2 inh | EPAC2 ag | A549 viability
CCOc1ccc(NC2OC(CO)C(O)C(O)C2O)c([N+](=O)[O-])c1 (stereo not drawn) | -0.7%[9.22 µM] | 2% | 0% | i | 1.8 | -15% | 6% | -2% | -7%
CN(C)CCCNC(=O)CC1C[C@H](C(=O)N2CCOCC2)[C@@]2(CCC3CCCC3)c3[nH]c4ccccc4c3CCN2C1=O (stereo partly drawn) | 0.7% | -12% | 2% | i | -0.9 | -8% | -3% | 17% | 10%
COc1ccc(-n2ccnc2SCC(=O)Nc2cc(C)on2)cc1 | -0.4% | 4% | 0% | i | 0.0 | 25% | 2% | -2% | 1%
CSCCC(NC(=O)c1cc(C(C)(C)C)oc1C)C(=O)O (stereo not drawn) | -0.4% | 2% | -1% | i | -1.9 | -9% | -1% | 6% | 1%
Cc1sc(-c2ccccn2)nc1OC(=O)c1ccc(F)cc1F | -0.3% | 3% | -3% | i | 0.1 | 20% | -9% | -1% | -2%
CC(=O)NC(CC(=O)N(Cc1ccccc1)c1ccc(C)cc1)c1ccccc1 (stereo not drawn) | -0.9% | 2% | 0% | i | 1.2 | -6% | 7% | 0% | -4%
O=C(NCc1ccccn1)c1ccc(Cl)c(S(=O)(=O)N2CCCCC2)c1 | -0.5% | 2% | 3% | i | 0.8 | -11% | ? | 11% | -4%
CCN1CCN(CCOc2ccc(Br)cc2C)CC1 | -0.4% | 3% | -4% | i | -1.3 | -1% | 21% | 7% | 10%

In a second layout: entries from further up.
Screens in order – Nrf2 activator | EPAC2 antagonist | MmCpn inh | pAkt inh | CCT modulator | TGFb inhibitor | Nrf2 inh | EPAC2 ag | A549 viability
CCOc1ccc(NC2OC(CO)C(O)C(O)C2O)c([N+](=O)[O-])c1 (stereo not drawn)
 : -0.7%[9.22 µM] | 2% | 0% | i | 1.8 | -15% | 6% | -2% | -7%
CN(C)CCCNC(=O)CC1C[C@H](C(=O)N2CCOCC2)[C@@]2(CCC3CCCC3)c3[nH]c4ccccc4c3CCN2C1=O (stereo partly drawn)
 : 0.7% | -12% | 2% | i | -0.9 | -8% | -3% | 17% | 10%

Continuation:
compound | Nrf2 activator | EPAC2 antagonist | MmCpn inh | pAkt inh | CCT modulator | TGFb inhibitor | Nrf2 inh | EPAC2 ag | A549 viability
Cc1ccccc1Cn1c(C)c(C(=O)N(C)Cc2ccc(F)cc2)sc1=O | -0.2% | 0% | · | i | 0.9 | -28% | · | 6% | ·
COc1cc(C(=O)O/N=C(\N)c2cccc([N+](=O)[O-])c2)cc(OC)c1OC | 1.8% | 3% | 3% | i | 0.3 | 3% | 3% | -3% | -4%
Cn1nc(C2CC2)cc1NC(=O)C1(C)CCN1C(=O)c1ccccc1CCc1ccccc1 (stereo not drawn) | 0.9% | 2% | · | i | 0.5 | 2% | · | 12% | ·
COc1ccc2c(c1)c1c(c(=O)n(-c3cccc(Cl)c3)c(=O)n1CC(=O)NCC1CCCO1)n2C (stereo not drawn) | -0.1% | · | · | · | · | 1% | 3% | · | -8%
O=C(NCc1cccs1)c1cc(S(=O)(=O)N2CCOCC2)c(Cl)cc1Cl | -0.6% | 3% | 1% | i | -1.4 | -21% | ? | 5% | -4%
Cc1nc(NC(=O)CCc2ccccc2)ccc1Br | 2.2% | 3% | 0% | i | 1.1 | -17% | 14% | -3% | 7%
Cc1ccc(C)c(NC(=O)CCCCCCCCCCC2COCCO2)c1 (stereo not drawn) | 0.0% | -23% | 1% | i | -1.0 | 1% | 12% | -5% | 15%
CCOC(=O)CN/C=C(\C#N)c1ccccc1 | 0.3% | 0% | -3% | i | -0.9 | 26% | 4% | 2% | -11%

An excerpt from above, reduced to pAkt inh, A549 viability and Nrf2 activator:
| smiles | pAkt inh | A549 viability | Nrf2 activator |
| --- | --- | --- | --- |
| Cc1ccc(C)c(NC(=O)CCCCCCCCCCC2COCCO2)c1 (stereo not drawn) | i | 15% | 0.0% |
| CCN1CCN(CCOc2ccc(Br)cc2C)CC1 | i | 10% | -0.4% |
| CCOc1ccc(NC2OC(CO)C(O)C(O)C2O)c([N+](=O)[O-])c1 (stereo not drawn) | i | -7% | -0.7%[9.22 µM] |
| Cc1ccccc1Cn1c(C)c(C(=O)N(C)Cc2ccc(F)cc2)sc1=O | i | · | -0.2% |
| Cc1nc(NC(=O)CCc2ccccc2)ccc1Br | i | 7% | 2.2% |

More compounds.
compound | Nrf2 activator | EPAC2 antagonist | MmCpn inh | pAkt inh | CCT modulator | TGFb inhibitor | Nrf2 inh | EPAC2 ag | A549 viability
COc1ccccc1C(=O)Nc1nc2ccccc2[nH]1 | -2.1% | 3% | -5% | i | -1.6 | -7% | ? | -3% | 2%
Cc1nn(C)c(Oc2ccccc2)c1CCNC(=O)C(C)(C)C | -0.5% | 1% | 2% | i | 0.7 | 12% | -8% | 12% | 5%
COc1cccc(N(CC(=O)NC2CCCCC2)C(=O)CCCC(=O)Nc2ccccn2)c1 | -0.3% | 3% | -2% | i | -1.7 | 3% | -1% | 7% | 2%
Cc1cc(C)n2cc(CSc3nnc(N)s3)nc2n1 | -1.3% | 2% | 0% | · | -1.6 | 17% | 19% | -1%[15.6 µM] | -1%
CCN1/C(=C\C=C2\C(=O)N(c3ccccc3)C(=S)N2C)Sc2ccccc21 | -0.3% | -19% | 1% | i | 0.4 | -5% | -14% | 0% | ?
Cc1ccccc1NC(=O)C(C#N)Cc1cccnc1 (stereo not drawn) | 0.0% | 13% | -1% | i | 0.2 | 2% | -1% | -1% | -7%
O=C(Nc1ccc(Cl)cc1C(=O)Nc1ccc(Br)cn1)c1ccco1 | 3.6% | 3% | · | · | -3.0 | 5% | · | 8% | -15%
O=CC1=C(c2ccccc2)Oc2ccccc2O1 | -0.4% | 16% | -3% | i | -0.5 | ? | 11% | 1% | 2%
COc1cccc(-c2nc(OC(C)C)c3ccccc3n2)c1 | -0.1% | -10% | -1% | i | -1.8 | ? | -13% | 12% | 5%
c1ccc2c(c1)ncn2-c1ccc(-c2ccnc(-c3ccncc3)n2)cc1 | -0.4% | -4% | 0% | i | -1.4 | 8% | ? | 6% | -16%
CCc1ccc2nc(Nc3ncc(C(C)=O)c(C)n3)nc(C)c2c1 | 2.0% | 2% | -1% | i | 0.4 | -18% | 11% | -1% | 2%
CCOc1ccc2nc(NC(=O)C(NS(=O)(=O)c3cccs3)C(C)C)sc2c1 (stereo not drawn) | -0.2% | 9% | -1% | i | -2.0 | 4% | · | -3% | -2%
Cc1nc2ccc(S(=O)(=O)c3ccc4nc(C)[nH]c4c3)cc2[nH]1 | 0.0% | -2% | -2% | i | -2.3 | 0% | · | 7% | -4%
C[C@H](CO)N1C[C@H](C)[C@@H](CN(C)S(=O)(=O)c2ccccc2)Oc2ccc(NC(=O)C3CCCCC3)cc2C1=O | -0.3% | -19% | 4% | i | -0.8 | ? | 6% | 1% | 0%
CCOC(=O)c1ccc(NC(=O)C2Cc3ccccc3C(=O)O2)cc1 (stereo not drawn) | -0.3% | · | · | · | · | -1% | -16% | · | -6%
CCCCCn1cnc2c(=S)nc(N)[nH]c21 | -0.5% | 7% | 3% | i | 1.9 | -19% | -10% | 1% | 1%
COC(=O)c1scc(C)c1N1C(=O)c2ccccc2C1=O | -0.5% | -6% | -1% | i | -0.6 | 17% | -4% | 4% | 0%
COc1ccc(OC)c(-c2nc(CN(C)C(C)c3ccncn3)c(C)o2)c1 (stereo not drawn) | 0.4% | -6% | 0% | i | 0.4 | 3% | -27% | 13% | 6%
O=[N+]([O-])c1cc(-c2ncccn2)c([N+](=O)[O-])s1 | 23% | -12% | -1% | i | -1.3 | 11µM* | -5% | 8% | -22%
O=C(CN1CCN(Cc2ccccc2)CC1)c1ccccc1 | 2.0% | -2% | 1% | i | -1.9 | -3% | -6% | 1% | -1%
COc1ccccc1C(=O)OCc1cc(=O)n2nc(C3CC3)sc2n1 | 0.9% | · | · | · | · | 0% | ? | · | 0%
c1ccc(CCCN2CCN(c3ccccc3)CC2)cc1 | -0.1% | -4% | 1% | i | 0.0 | -1% | -2% | -3% | -2%
COc1ccc(CCNC(=O)CCc2c(C)c3cc4c(C)coc4cc3oc2=O)cc1 | 4.2% | · | · | · | · | -16% | -24% | · | 8%
COC(=O)Cn1c(C(=O)N2CCCC2)cc2c1C[C@H]1CN(C(=O)c3ccccc3)[C@@](Cc3ccc(F)cc3)(C(=O)OC)[C@@H]21 | 0.0% | -21% | 1% | i | -0.1 | 0% | -1% | 1% | -6%
CCO[C@H]1OC(C(=O)Nc2ccccc2)=C[C@@H](c2csc3ccccc23)[C@@H]1CCCO | 3.9% | -12% | · | i | -1.9 | ? | 15% | 10% | -5%
COc1ccc(Cl)c(NC(=O)C/C(C)=N/NC(=O)CCc2ccccc2)c1 | 9.5% | 0% | 0% | i | -0.1 | ? | 3% | 5% | -3%
O=C(COC(=O)COc1ccccc1)Nc1cccc([N+](=O)[O-])c1 | -0.3% | -13% | 1% | i | -1.9 | -1% | 0% | 9% | -1%
Cc1nc2c(-c3ccc(F)cc3)c(C)nn2c(C)c1CCC(=O)NCc1cccc(Cl)c1 | -0.2% | · | · | · | · | -17% | -3% | · | -6%
O=c1ccc2c([nH]1)CCCCCCCCCC2 | -0.4% | -10% | 2% | i | 0.3 | -2% | -18% | 14% | 3%
O=C(O)c1ccc(N(Cc2ccccc2)S(=O)(=O)c2ccccc2)cc1 | -0.5%&-0.9% | -17%&-23% | -8%&0% | i | -2.0&2.5 | 0%&0% | -14%&-18% | -3%&-4% | -20%&0%
Cc1ccc(NC(=O)c2ccc(-c3cccc(Cl)c3C)o2)cc1 | 8.1% | · | · | · | · | ? | 10% | · | 0%
